Source: PubChem BioAssay
aSyn yeast inh: rescues yeast growth from alpha-synuclein toxicity. Yeast expressing alpha-synuclein, growth rescue, BacTiter-Glo, 24 h. Potency, µM (series often up to 46.1 µM), without a hit: top-dose growth rescue (activation), actives largely listed as activators. 0.14% of 370,000 active. AID 652106; note: potency is the fitted concentration of half-maximal effect; % of control where 0% means no effect; nearly all actives have a fitted effect of over 65% in size
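Readout is rescue of growth in alpha-synuclein-expressing yeast, so inhibitors of toxicity appear as activators. Growth after 24 hr at 30 deg C in galactose medium is quantified by luminescence.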
GLP-1R inv ag: acts as inverse agonist at human GLP-1 receptor | HEK293 GLP-1R CRE-luciferase, luminescence, 24 h; GLP-1R form is constitutively active | Potency, µM (highest dose often 38.3 µM), inactives show at the top dose activity change, negative = inhibition, usual class: inhibitors | 1.6% of 410,000 active | AID 624417; note: potency is the fitted concentration of half-maximal effect; % is set by controls: 0 for no effect and ±100 for the full control effect; nearly all actives have a fitted effect of over 55% in size
Target sequence (P43220 whole entry, looked up): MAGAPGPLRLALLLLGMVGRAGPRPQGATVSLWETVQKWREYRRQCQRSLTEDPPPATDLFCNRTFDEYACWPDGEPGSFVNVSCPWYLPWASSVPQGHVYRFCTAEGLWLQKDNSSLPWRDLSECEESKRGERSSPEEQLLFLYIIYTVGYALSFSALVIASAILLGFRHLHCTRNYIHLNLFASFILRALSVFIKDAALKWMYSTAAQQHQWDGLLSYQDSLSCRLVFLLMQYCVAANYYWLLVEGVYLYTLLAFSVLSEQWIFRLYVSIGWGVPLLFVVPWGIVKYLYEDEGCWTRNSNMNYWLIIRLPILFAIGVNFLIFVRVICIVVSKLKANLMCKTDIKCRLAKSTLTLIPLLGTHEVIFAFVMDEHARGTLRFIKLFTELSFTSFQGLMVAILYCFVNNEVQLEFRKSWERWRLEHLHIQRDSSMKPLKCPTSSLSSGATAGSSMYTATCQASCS
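Readout was luciferase luminescence, measured 12 min after detection reagent at room temperature. Beforehand, GLP-1R reporter HEK293 cells had sat 12 h, then received compounds for 24 hr at 37 deg C.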
PTHR1 agonist: activates the human parathyroid hormone receptor PTHR1 | Potency, µM (titrated, usually from 115 µM), for inactives: top-dose activation, hits mostly activators | Q03431 | HEK293 GP2 PTHR1 cells, GloSensor cAMP luminescence, 1 h | 0.075% of 410,000 active | AID 743266; note: potency is the fitted concentration of half-maximal effect; nearly all actives have a fitted effect of over 55% in size; some results filed as inactive show a strong effect at the top dose; inactives centre near -15; many of its hits are not listed in these tables
Target sequence (Q03431 whole entry, looked up): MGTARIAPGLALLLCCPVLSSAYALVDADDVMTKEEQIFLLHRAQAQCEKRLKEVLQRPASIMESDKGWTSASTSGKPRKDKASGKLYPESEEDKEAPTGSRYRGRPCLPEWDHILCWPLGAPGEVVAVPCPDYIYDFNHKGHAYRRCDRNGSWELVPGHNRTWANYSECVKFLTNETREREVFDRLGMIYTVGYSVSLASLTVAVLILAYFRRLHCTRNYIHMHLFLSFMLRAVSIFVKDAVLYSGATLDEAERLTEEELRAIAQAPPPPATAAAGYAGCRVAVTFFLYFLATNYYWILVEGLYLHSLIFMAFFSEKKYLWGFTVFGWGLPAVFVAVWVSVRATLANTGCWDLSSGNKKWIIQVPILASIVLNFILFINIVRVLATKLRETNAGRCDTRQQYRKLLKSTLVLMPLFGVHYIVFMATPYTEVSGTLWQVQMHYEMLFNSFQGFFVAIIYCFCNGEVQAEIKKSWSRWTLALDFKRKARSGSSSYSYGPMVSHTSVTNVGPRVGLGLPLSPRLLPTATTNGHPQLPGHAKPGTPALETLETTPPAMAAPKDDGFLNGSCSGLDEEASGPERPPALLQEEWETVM
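HEK-293-derived GP2 cells expressing PTHR1 and a GloSensor cAMP reporter, 3,000/well, plated overnight, given luciferin plus IBMX (each 0.5 mM as added) for 1 h at 37 °C, then compound for 1 h at 37 °C. Luminescence was read after 15 min at room temperature.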
TDP43 rescue: inhibitors of TDP-43 toxicity in yeast; TDP-43 expressing yeast growth rescue, BacTiter-Glo, 24 h; 1.8% of 410,000 active; Potency, µM (doses to about 46.1 µM), for inactives: top-dose growth rescue (activation), usual class: activators; AID 652104; note: potency is the fitted concentration of half-maximal effect; % of control where 0% means no effect; nearly all actives have a fitted effect of over 50% in size
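Galactose-induced TDP-43 yeast, OD600=0.02, compound pinned; 24 hr, 30 deg C; BacTiter-Glo luminescence for growth. Inhibitors of TDP-43 toxicity read as activators.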
Abeta rescue: A-beta toxicity reversal in yeast | AID 1347071 | 0.063% of 410,000 active | yeast expressing A-beta42, growth rescue, OD600, 48 h; response scale: 0% DMSO, 100% iron-clioquinol control | Potency, µM (titrated, usually from 46.1 µM), without a hit: at the top dose growth rescue, most hits filed as activators; note: potency is the fitted concentration of half-maximal effect; nearly all actives have a fitted effect of over 55% in size
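Yeast growth medium received pinned compounds, then yeast cells expressing toxic A-beta were added; plates incubated at 30 C for 48 hr. Growth read as absorbance at 600 nm, normalized to DMSO and equimolar FeCl3 plus clioquinol controls.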
Mm-Cpn inhibitor: inhibitors of Methanococcus maripaludis chaperonin (MmCpn) | purified Mm-Cpn ATPase, ADP Transcreener TR-FRET | Potency, µM (doses to about 76.9 µM), inactives show top-dose activity, negative = inhibition, actives largely listed as inhibitors | 0.031% of 330,000 active; note: potency is the fitted concentration of half-maximal effect; % is set by controls: 0 for no effect and ±100 for the full control effect; nearly all actives have a fitted effect of over 80% in size
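ATPase read-out: TR-FRET ADP immunoassay (anti-ADP Eu cryptate vs ADP-d2), ex 320 nm, em 590/665 nm; signal drops as ADP forms. Enzyme 25 nM, ATP 10 uM, 30 min at 37°C after 10 min compound preincubation.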
HEK293 tox: cytotoxicity counter-screen for GLP-1 receptor inverse agonists | HEK293 cAMP-luciferase reporter cells, luminescence, 24 h | Potency, µM (doses to about 38.3 µM), inactives show top-dose activity change, negative = inhibition, hits mostly inhibitors | 0.13% of 410,000 active | AID 624418;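 note: loss of luciferase light is scored as toxicity; potency is the fitted concentration of half-maximal effect; % is set by controls: 0 for no effect and ±100 for the full control effect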
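A 23 nL compound transfer followed 12 hours of cell culture at 37 deg C; exposure then lasted 24 hr. Luciferase assay detection reagent was dispensed and plates read for luminescence after a 12 min room-temperature wait.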
FUS yeast rescue: suppressors of FUS proteinopathy in yeast; S. cerevisiae FUS-expressing, growth rescue, OD600, 24 h; Potency, µM (series often up to 76.6 µM), without a hit: at the top dose growth rescue (activation), most hits filed as activators; 0.24% of 390,000 active;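 note: potency is the fitted concentration of half-maximal effect; plate controls were DMSO vehicle for no effect and reference control for full effect; nearly all actives have a fitted effect of over 55% in size; some results filed as inactive show a strong effect at the top dose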
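Compound concentration series was pinned onto galactose-induced FUS-expressing yeast seeded at OD 0.005. Plates sat 24hr at 30C; absorbance at 600 nm gave growth. DMSO served as background control.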
Akt phos inh: blocks phosphorylation of Akt; Neuro2A IGF-stimulated pAkt S473 HTRF, 20 min; stronger effect = lower value; activity change, % for hits at 50 µM; 0.32% of 360,000 active; AID 651550; in the data active = activity change below about -80%; inconclusive = mostly about -51% to -80%; note: % is set by controls: 0 for no effect and ±100 for the full control effect
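Single-point screen (50 µM final compound) in Neuro2A cells stimulated 20 min with 6 nM IGF at 37 deg C. After lysis, Ser473-phosphorylated Akt read by HTRF (ex 330 nm, em 615/665 nm) as the 665/615 ratio.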
* marks the source's active call; other numbers are inactive results; [ ] = another dose, or the depositor's remark. Unless noted, calls come from the whole dose curve; as a rule, active = well fitted curve in the direction sought with a large enough effect; inconclusive = small, poorly fitted or top-dose-only effect, or another doubt; inactive = no such curve, though single readings can be large; an effect the other way counts as inactive or inconclusive. An excerpt; rates above refer to the full screens.

How did O=C1CN(C(=O)COc2ccccc2Cl)c2ccccc2N1 do in these assays?
aSyn yeast inh: 0.8%; GLP-1R inv ag: 3.6%; PTHR1 agonist: inactive; TDP43 rescue: 0.0%; Abeta rescue: 1.3%; Mm-Cpn inhibitor: 2.4%; HEK293 tox: -13.4%; Akt phos inh: inactive

How did CCOC(=O)C1CCN(c2ncnc3cc(OC)c(OC)cc23)CC1 do in these assays?
aSyn yeast inh: -8.1%; GLP-1R inv ag: 86.5%[activator]; PTHR1 agonist: 9.9%; TDP43 rescue: -10.6%[1.82 µM]; Abeta rescue: 3.5%; Mm-Cpn inhibitor: -2.3%; HEK293 tox: 1.4%; FUS yeast rescue: 26.2%; Akt phos inh: inactive

What do the screens show for `CCCN(CCC)C(=O)c1c2c(nc3ccccc13)C(=O)N(C1CCCCC1)C2`?
GLP-1R inv ag: -20.7%; PTHR1 agonist: 9.2%; TDP43 rescue: 13.0%; Abeta rescue: 9.9%; HEK293 tox: -1.7%; FUS yeast rescue: -2.5%

What do the screens show for `COc1nc(-c2ccccc2)ccc1-c1noc(-c2ccccc2)n1`?
aSyn yeast inh: 6.1%; GLP-1R inv ag: 7.6%; PTHR1 agonist: -12.2%[57.5 µM]; TDP43 rescue: 11.8%; Abeta rescue: 7.0%; Mm-Cpn inhibitor: -0.1%; HEK293 tox: 5.5%; FUS yeast rescue: 1.0%

What do the screens show for `Cc1nnc(N2CCCC(C(=O)NCc3ccccc3F)C2)c2nn(-c3ccc(Cl)cc3)c(C)c12` (stereo not given)?
GLP-1R inv ag: 5.2%; PTHR1 agonist: inactive; TDP43 rescue: 19.5%; Abeta rescue: -2.4%; HEK293 tox: -4.1%; FUS yeast rescue: -23.7%

How did CC1CCCCC1NC(=O)CSc1nnc(-c2ccncc2)n1CCCN(C)C (stereo not given) do in these assays?
aSyn yeast inh: 0.9%; GLP-1R inv ag: 3.9%; PTHR1 agonist: inactive; TDP43 rescue: -1.1%; Abeta rescue: 6.8%; Mm-Cpn inhibitor: -2.7%; HEK293 tox: 3.3%; FUS yeast rescue: 8.7%; Akt phos inh: inactive

How did O=C(N/N=C/c1ccco1)c1cc2ccccc2o1 do in these assays?
aSyn yeast inh: 2.7%; GLP-1R inv ag: 16.2%; PTHR1 agonist: inactive; TDP43 rescue: -22.0%; Abeta rescue: -2.7%; Mm-Cpn inhibitor: 1.2%; HEK293 tox: -2.1%; FUS yeast rescue: -33.2%; Akt phos inh: inactive

What do the screens show for `COc1ccc(-c2oc3ccc(-c4cc(OC)c(OC)c(OC)c4)cc3c2-c2ccc(OC)nc2)cc1`?
aSyn yeast inh: 3.2%; GLP-1R inv ag: inconclusive; PTHR1 agonist: inactive; TDP43 rescue: 10.9%; Abeta rescue: 5.9%; Mm-Cpn inhibitor: -3.2%; HEK293 tox: 0.7%; FUS yeast rescue: 14.7%; Akt phos inh: inactive

What do the screens show for `COc1ccc(OC)c(C(O)c2ncc(-c3cccc4ccccc34)[nH]2)c1` (stereo not given)?
aSyn yeast inh: -0.1%; GLP-1R inv ag: -2.8%; PTHR1 agonist: -7.5%; TDP43 rescue: -9.8%; Abeta rescue: -8.6%; HEK293 tox: -2.0%; FUS yeast rescue: -20.1%; Akt phos inh: inactive

What do the screens show for `CCOC(=O)c1cc(C)sc1N1C(=O)C2C3C=CC(C3)C2C1=O` (stereo not given)?
aSyn yeast inh: -0.6%; GLP-1R inv ag: 3.2%; PTHR1 agonist: -6.1%[57.5 µM]; TDP43 rescue: 0.0%; Abeta rescue: 11.5%; Mm-Cpn inhibitor: 0.0%; HEK293 tox: -1.7%; FUS yeast rescue: 1.6%; Akt phos inh: inactive

Results for CCOCCCNc1nc(-c2ccccc2)nc2ccccc12 ?
aSyn yeast inh: 1.0%; GLP-1R inv ag: inconclusive; PTHR1 agonist: -42.9%[inhibitor]; TDP43 rescue: 25.5%; Abeta rescue: -13.6%; Mm-Cpn inhibitor: inconclusive; HEK293 tox: -7.9%; FUS yeast rescue: -18.7%; Akt phos inh: inactive

How did O=C(Nc1ccc(F)c(Cl)c1)N1CCC(CN2CCc3ccccc3C2)CC1 do in these assays?
GLP-1R inv ag: inconclusive; PTHR1 agonist: inactive; TDP43 rescue: -1.4%; Abeta rescue: -5.3%; HEK293 tox: 3.6%; FUS yeast rescue: 1.4%

How did CC1CN(C(=O)CCC(=O)NCCCN2C(C)CCCC2C)c2ccccc2O1 (stereo not given) do in these assays?
aSyn yeast inh: 0.3%; GLP-1R inv ag: -0.9%; PTHR1 agonist: -29.5%; TDP43 rescue: 16.1%; Abeta rescue: -4.1%; Mm-Cpn inhibitor: 0.7%; HEK293 tox: 0.3%; FUS yeast rescue: -16.3%; Akt phos inh: inactive

Results for COc1ccc(OC)c(/C=C(\NC(=O)c2ccccc2)C(=O)N/N=C/c2ccc(C)s2)c1 ?
aSyn yeast inh: -0.7%; GLP-1R inv ag: -7.9%; PTHR1 agonist: inactive; TDP43 rescue: -21.9%; Abeta rescue: -11.2%; Mm-Cpn inhibitor: -0.8%; HEK293 tox: 4.6%; FUS yeast rescue: -10.9%; Akt phos inh: inactive

Results for O=C1CC(SC(=Nc2ccccc2)Nc2ccccc2)C(=O)N1c1cccc2ccccc12 (stereo not given) ?
aSyn yeast inh: 0.5%; GLP-1R inv ag: -7.9%; PTHR1 agonist: -13.1%[57.5 µM]; TDP43 rescue: -7.4%; Abeta rescue: 8.9%; Mm-Cpn inhibitor: -1.4%; HEK293 tox: 6.2%; FUS yeast rescue: 34.1%; Akt phos inh: inactive

How did COc1ccc(N=C2NN=C(c3ccc4c(c3)OCCO4)CS2)cc1 do in these assays?
aSyn yeast inh: -6.8%; GLP-1R inv ag: 39.0%[activator]; PTHR1 agonist: -2.0%[57.5 µM]; TDP43 rescue: 11.6%; Abeta rescue: 3.2%; Mm-Cpn inhibitor: -20.9%; HEK293 tox: -8.2%; FUS yeast rescue: 24.8%; Akt phos inh: inactive

What do the screens show for `O=S(=O)(c1ccc(Cl)cc1)N1CCN(Cc2ccc(O)c3ncccc23)CC1`?
aSyn yeast inh: inconclusive; GLP-1R inv ag: -0.9%[0.307 µM]; PTHR1 agonist: -30.1%[inhibitor]; TDP43 rescue: 20.3%; Abeta rescue: inconclusive; Mm-Cpn inhibitor: 3.1%; HEK293 tox: 0.8%[0.307 µM]; FUS yeast rescue: 21.8%; Akt phos inh: inactive

How did CC(=O)c1sc(NC(=O)COc2ccc(Br)cc2)nc1C do in these assays?
aSyn yeast inh: -9.7%; GLP-1R inv ag: -10.7%; PTHR1 agonist: inactive; TDP43 rescue: -10.7%; Abeta rescue: -5.9%; Mm-Cpn inhibitor: -8.3%; HEK293 tox: 3.8%; FUS yeast rescue: 29.0%; Akt phos inh: inactive

What do the screens show for `Cc1coc2c(C)c3oc(=O)c(CCC(=O)NCCC(=O)O)c(C)c3cc12`?
aSyn yeast inh: 0.3%; GLP-1R inv ag: 2.7%; PTHR1 agonist: inactive; TDP43 rescue: -11.7%; Abeta rescue: 4.8%; Mm-Cpn inhibitor: -10.4%; HEK293 tox: -11.9%; FUS yeast rescue: 4.8%; Akt phos inh: inactive

How did COC(=O)c1ccc(/C=C/c2c(-c3ccsc3)sc3ccccc23)cc1 do in these assays?
aSyn yeast inh: 12.7%; GLP-1R inv ag: 12.7%; PTHR1 agonist: -26.3%; TDP43 rescue: -8.3%; Abeta rescue: 0.0%; Mm-Cpn inhibitor: 1.1%; HEK293 tox: -0.8%; FUS yeast rescue: 32.7%; Akt phos inh: inactive

Results for CCOc1ccccc1CNC(=O)CCCN1C(=O)c2cccnc2Oc2ccc(Cl)cc21 ?
GLP-1R inv ag: -7.4%; PTHR1 agonist: -5.8%; TDP43 rescue: 24.4%; Abeta rescue: -7.5%; HEK293 tox: -7.6%; FUS yeast rescue: inconclusive

Results for CC1CN(CCn2cnc3c(N)ncnc32)CC(C)O1 (stereo not given) ?
aSyn yeast inh: 0.3%; GLP-1R inv ag: 1.9%; PTHR1 agonist: -14.3%; TDP43 rescue: -15.3%; Abeta rescue: 6.0%; Mm-Cpn inhibitor: 1.0%; HEK293 tox: 1.3%; FUS yeast rescue: 1.4%; Akt phos inh: inactive

Results for O=C1OC(c2ccccc2)C2(CCCC2)C(=O)C12CCCC2 (stereo not given) ?
aSyn yeast inh: 1.8%; GLP-1R inv ag: 9.5%; PTHR1 agonist: -2.0%[57.5 µM]; TDP43 rescue: -8.8%; Abeta rescue: 3.5%; Mm-Cpn inhibitor: 0.7%; HEK293 tox: 4.2%; FUS yeast rescue: 6.7%; Akt phos inh: inactive

Results for O=C(Nc1cccc(OC(F)(F)F)c1)C1Cc2c(-c3ccccc3Oc3ccccc3)ccnc2O1 (stereo not given) ?
aSyn yeast inh: 19.9%; GLP-1R inv ag: 12.6µM*; PTHR1 agonist: -11.1%; TDP43 rescue: 4.2%; Abeta rescue: -4.1%; HEK293 tox: -2.6%; FUS yeast rescue: inconclusive; Akt phos inh: inactive

How did COC(=O)c1ccc(C)c(NC(=O)CSc2sc3c(O)cc(=O)[nH]c3c2C#N)c1 do in these assays?
aSyn yeast inh: -3.9%; GLP-1R inv ag: 10.8%; PTHR1 agonist: -1.1%; TDP43 rescue: -3.3%; Abeta rescue: -0.2%; Mm-Cpn inhibitor: -14.5%; HEK293 tox: 1.2%; FUS yeast rescue: inconclusive; Akt phos inh: inactive
